Bioassay records deposited in PubChem by National Center for Advancing Translational Sciences (NCATS).
FLuc counter – inhibits or activates purified firefly luciferase, miR-21 counter-screen; P08659; purified FLuc, Km substrates, luminescence inhibition; Potency, µM (top dose mostly 57.5 µM), for the others: top-dose activity change, negative = inhibition, hits mostly inhibitors; hit rate 6.9% among 360,000;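 note: potency is the fitted concentration of half-maximal effect; plate controls were vehicle for no effect and reference inhibitor for full effect; nearly all actives have a fitted effect of over 55% in size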
Target sequence (P08659 whole entry, looked up): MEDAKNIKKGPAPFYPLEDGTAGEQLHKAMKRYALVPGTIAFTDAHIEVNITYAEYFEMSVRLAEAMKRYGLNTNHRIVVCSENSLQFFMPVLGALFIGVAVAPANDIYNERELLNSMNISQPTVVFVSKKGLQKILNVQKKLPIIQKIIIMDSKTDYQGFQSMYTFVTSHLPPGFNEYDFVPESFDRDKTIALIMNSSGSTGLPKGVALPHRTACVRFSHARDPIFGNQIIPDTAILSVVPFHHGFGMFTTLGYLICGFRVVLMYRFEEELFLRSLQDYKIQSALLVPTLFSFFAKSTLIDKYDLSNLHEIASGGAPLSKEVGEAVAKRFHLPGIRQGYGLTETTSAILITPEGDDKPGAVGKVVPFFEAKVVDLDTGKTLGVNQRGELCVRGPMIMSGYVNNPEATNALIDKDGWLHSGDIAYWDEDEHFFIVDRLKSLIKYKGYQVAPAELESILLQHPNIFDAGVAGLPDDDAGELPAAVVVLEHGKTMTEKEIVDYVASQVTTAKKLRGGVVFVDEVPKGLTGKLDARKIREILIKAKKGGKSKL
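Biochemical qHTS of compounds, final roughly 60 µM downward over six points, against 10 nM purified firefly luciferase using Km concentrations of substrates (10 uM D-luciferin, 10 uM ATP) in Tris acetate pH 7.5 buffer; luminescence output.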
BRCA1 expr up – increases BRCA1 expression; AID 624202; hit rate 1.1% among 380,000; Potency, µM (doses to about 46.1 µM), inactives show top-dose activation, actives largely listed as activators; MCF7-BRCA1-FFLuc reporter, luminescence, 48 h; response scale: scaled: vehicle 0%, 10 µM genistein 100%; note: potency is the fitted concentration of half-maximal effect; nearly all actives have a fitted effect of over 80% in size; some results filed as inactive show a strong effect at the top dose
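Compounds are tested at multiple concentrations on MCF7 BRCA1-luciferase reporter cells seeded at 2000 per well; after 48 h, a single luminescence end-point is taken and curves fitted to the normalized data.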
Rab9 promoter act – Rab9 promoter activation; Huh7 Rab9 promoter-luciferase reporter, luminescence, 24 h; Potency, µM (series often up to 9.22 µM), for inactives: at the highest dose activation, negative = inhibition, usual class: activators; hit rate 2.8% among 320,000; AID 485297; note: potency is the fitted concentration of half-maximal effect; % of control where 0% means no effect; nearly all actives have a fitted effect of over 60% in size
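Huh7 cells stably carrying Rab9 promoter–luciferase reporter, plated 1500 cells/well, compound added after 2 h and incubated 24 h at 37 °C; luciferase luminescence then read after 10 min with detection reagent.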
Gal4-VP16 FLuc – Gal4-VP16 reporter inhibition counter-screen | Drosophila S2 Gal4-VP16 UAS-luciferase, luminescence, 20 h | Potency, µM (highest dose often 53.6 µM), without a hit: top-dose activity, negative = inhibition, usual class: inhibitors | hit rate 3.5% among 310,000;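 note: Gal4-VP16 expression switched on by copper sulfate through the metallothionein promoter; potency is the fitted concentration of half-maximal effect; % is set by controls: 0 for no effect and ±100 for the full control effect; nearly all actives have a fitted effect of over 50% in size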
RORg inh – inhibitors of mouse ROR gamma transcriptional activity | P51450 | Drosophila S2 Gal4-RORgamma UAS-luciferase reporter, 20 h | Potency, µM (top dose mostly 53.6 µM), for inactives: at the highest dose activity change, negative = inhibition, usual class: inhibitors | hit rate 5.4% among 310,000; note: potency is the fitted concentration of half-maximal effect; % is set by controls: 0 for no effect and ±100 for the full control effect; nearly all actives have a fitted effect of over 60% in size
Target sequence (P51450 whole entry, looked up, the tested form may be a part): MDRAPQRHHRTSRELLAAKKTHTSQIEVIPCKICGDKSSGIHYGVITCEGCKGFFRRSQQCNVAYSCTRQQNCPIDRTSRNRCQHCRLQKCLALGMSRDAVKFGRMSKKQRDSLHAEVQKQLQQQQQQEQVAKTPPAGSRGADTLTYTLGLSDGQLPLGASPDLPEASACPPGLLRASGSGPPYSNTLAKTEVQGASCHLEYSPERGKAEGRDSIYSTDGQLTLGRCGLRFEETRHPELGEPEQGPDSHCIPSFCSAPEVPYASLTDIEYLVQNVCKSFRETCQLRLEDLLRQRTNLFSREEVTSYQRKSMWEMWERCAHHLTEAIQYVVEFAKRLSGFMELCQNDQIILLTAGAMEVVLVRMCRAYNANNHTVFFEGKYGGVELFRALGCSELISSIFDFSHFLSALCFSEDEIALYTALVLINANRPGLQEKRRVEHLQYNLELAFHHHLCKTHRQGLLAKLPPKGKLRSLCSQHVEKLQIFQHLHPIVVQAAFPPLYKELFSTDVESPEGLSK
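Luminescence from a UAS-regulated Photinus luciferase reporter in stably transfected Drosophila Schneider cells is measured; decreased signal marks ROR gamma inhibition. Fusion expression is induced by 700 uM copper sulfate for 20 hr.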
ELG1 repair inh – blocks ELG1-dependent DNA repair in HEK293T cells | HEK293T ELG1-luciferase reporter, luminescence, 16 h; DNA damage induced by 5-fluorouridine | Potency, µM (doses to about 46.1 µM), inactives show at the highest dose activity change, negative = inhibition, most hits filed as inhibitors | hit rate 2.3% among 330,000 | AID 504467; note: potency is the fitted concentration of half-maximal effect; % is set by controls: 0 for no effect and ±100 for the full control effect; nearly all actives have a fitted effect of over 55% in size
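Quantitative HTS, concentration-response format. 2,000 cells/well co-treated with 5-fluorouridine and compound, 16 hr in 5% CO2 at 37 °C; ONE-Glo luminescence read after 30 min.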
ELG1 genotox – genotoxicity induction in ELG1-luciferase HEK293T cells; AID 504466; hit rate 1.3% among 330,000; HEK293T ELG1-luciferase reporter, luminescence, 16 h; Potency, µM (highest dose often 46 µM), for inactives: at the top dose activity change, positive = activation, most hits filed as activators; note: potency is the fitted concentration of half-maximal effect; % of control where 0% means no effect; nearly all actives have a fitted effect of over 60% in size
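DMSO vehicle served as control against compound-treated ELG1-luciferase HEK293T cells; exposure lasted 16 hr at 37 °C and 5% CO2, followed by ONE-Glo luminescence detection after 30 min.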
TRPV1 ag – agonists of human vanilloid receptor 1 (TRPV1). TRPV1-expressing cells, Fluo-8 calcium influx, agonist mode. activation, % at 8.33 µM. hit rate 0.19% among 320,000. AID 540275; in the data active = activation above about 80%; inconclusive = between about 30% and that limit; note: 0% is about no effect
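Fluo-8 calcium influx in TRPV1-expressing cells, kinetic read (ex 480/em 520 nm). Compound added and read 3 min for agonist activity, followed by capsaicin at EC20 final and 2 min further read for enhancement.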
p53 reactivation – mutant p53 re-activation in reporter cells | Potency, µM (series often up to 92.2 µM), without a hit: at the highest dose activity change, positive = activation, usual class: activators | H1299 p53-A138V BP100-luciferase reporter, luminescence, 24 h | hit rate 0.063% among 320,000; note: potency is the fitted concentration of half-maximal effect; % of control where 0% means no effect; nearly all actives have a fitted effect of over 45% in size
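p53-null H1299 cells stably carrying temperature-sensitive p53-A138V and a BP100-luciferase reporter were pinned with compounds (4-point, 1:5 series) and held 24 hrs at 37 deg C. Luminescence was read 10 min after detection reagent.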
NPC1 prom act – activates the NPC1 promoter; Huh7 NPC1 promoter luciferase reporter, 24 h; Potency, µM (highest dose often 9.22 µM), for the others: at the highest dose activation, actives largely listed as activators; hit rate 2.4% among 320,000; AID 485313;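 note: potency is the fitted concentration of half-maximal effect; % of control where 0% means no effect; nearly all actives have a fitted effect of over 60% in size; reporter is driven by a mutant NPC1 promoter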
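Quantitative HTS used a cell-based reporter: Huh7 cells stably bearing the NPC1 promoter upstream of luciferase were treated with compounds for 24 h, and promoter activation was read as luminescence.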
Tb PFK block – T. brucei PFK enzyme inhibition; T. brucei PFK, ADP-Glo luminescence; Potency, µM (top dose mostly 57.5 µM), inactives show at the highest dose activity, negative = inhibition, most hits filed as inhibitors; AID 485367; O15648; hit rate 0.17% among 330,000;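 note: potency is the fitted concentration of half-maximal effect; 0% = uninhibited 1x PFK enzyme wells and -100% = no-enzyme wells; nearly all actives have a fitted effect of over 60% in size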
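ADP-Glo luminescence quantified ADP after 45 min at room temperature, with 1.25 nM T. brucei PFK, 0.1 mM ATP and 0.5 mM fructose-6-phosphate in pH 8.0 TEA buffer. qHTS titrations up to 57 µM; curves classified by quality.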
Active calls of the source: *; ? = inconclusive; . = not tested or not shown; [ ] = remark or other dose. Unless noted, calls come from the whole dose curve; as a rule, active = well fitted curve in the direction sought with a large enough effect; inconclusive = small, poorly fitted or top-dose-only effect, or another doubt; inactive = no such curve, though single readings can be large; an effect the other way counts as inactive or inconclusive.

SMILES	FLuc counter	BRCA1 expr up	Rab9 promoter act	Gal4-VP16 FLuc	RORg inh	ELG1 repair inh	ELG1 genotox	TRPV1 ag	p53 reactivation	NPC1 prom act	Tb PFK block
CC(C)OCCCNC(=O)Cn1nc(-c2ccccc2)ccc1=O	-3.2%	-0.5%	2.3%	-2.5%	-1.1%	3.7%	-3.4%	-3.2	-20.3%	-1.2%	-5.6%
CCOCCCN1C(=O)CN(C2CCC(C)CC2)C(=O)C1c1ccc(C)cc1 (configuration not stated)	-4.6%	0.8%	9.3%	-1.9%	5.1%	4.4%	-0.6%	?	-0.3%	2.8%	-6.6%
O=C(COC(=O)c1cc([N+](=O)[O-])ccc1NCCO)c1ccccc1	-7.2%	-4.3%	-0.9%	-21.6%	?	-3.2%	3.0%	26.6	-12.7%	0.6%	-2.1%
CC(Sc1nnc(C2CC2)n1C1CC1)C(=O)c1ccc(F)cc1 (configuration not stated)	1.8%	6.2%	-4.0%	.	.	3.7%	0.3%	7.9	-8.6%	-1.1%	4.0%
Cc1noc(C)c1C(=O)Nc1nccs1	4.7%	3.6%	0.6%	1.6%	-19.0%	-2.2%	8.7%	-0.8	6.9%	-2.9%	2.8%
O=C(CCCc1nc(-c2ccccc2)no1)NCc1cccnc1	-0.8%	-48.3%	-7.5%	5.62µM*	?	0.0%	-3.8%	-1.5	9.9%	1.9%	0.7%
COc1ccc(OCCNS(=O)(=O)Cc2ccccc2)cc1	0.3%	-8.6%	0.3%	1.8%	24.4%	6.9%	2.7%	-0.4	4.7%	-0.1%	0.5%
COc1cccc(-c2nc(CS(=O)(=O)CC(=O)N3CCCCC3)c(C)o2)c1	4.8%	3.8%	1.7%	-6.5%	-17.3%	-1.7%	-2.4%	?	?	0.7%	-0.4%
COC(=O)/C=C1/S/C(=N/NC(=O)c2ccccc2OC)NC1=O	-13.8%	-31.5%	1.5%	-0.6%	-38.1%	?	6.3%	-6.9	-1.9%	-18.0%	0.6%
CN(c1ccccc1)c1nc(N)c([N+](=O)[O-])c(N2CCCCC2)n1	?	36.0%	16.7%	19.2%	17.6%	5.7%	-0.2%	23.4	20.6%	4.2%	4.0%
CC(C)Cn1c(N)c(C(=O)COC(=O)C2Cc3ccccc3CN2S(C)(=O)=O)c(=O)n(C)c1=O (configuration not stated)	3.6%	-25.1%	-12.5%	.	.	9.2µM*	-7.0%	-2.6	1.4%	-14.2%	-19.3%
O=c1ccnc(SCn2nnc3ccccc3c2=O)[nH]1	-1.2%	6.3%	-0.7%	17.2%	21.3%	12.4%	-1.8%	-3.3	10.1%	-4.4%	0.1%

An excerpt of these results, field by field:
> COc1cccc(-c2nc(CS(=O)(=O)CC(=O)N3CCCCC3)c(C)o2)c1
  FLuc counter: 4.8%; BRCA1 expr up: 3.8%; Rab9 promoter act: 1.7%; Gal4-VP16 FLuc: -6.5%; RORg inh: -17.3%; ELG1 repair inh: -1.7%; ELG1 genotox: -2.4%; TRPV1 ag: ?; p53 reactivation: ?; NPC1 prom act: 0.7%; Tb PFK block: -0.4%
> CC(C)OCCCNC(=O)Cn1nc(-c2ccccc2)ccc1=O
  FLuc counter: -3.2%; BRCA1 expr up: -0.5%; Rab9 promoter act: 2.3%; Gal4-VP16 FLuc: -2.5%; RORg inh: -1.1%; ELG1 repair inh: 3.7%; ELG1 genotox: -3.4%; TRPV1 ag: -3.2; p53 reactivation: -20.3%; NPC1 prom act: -1.2%; Tb PFK block: -5.6%
> CC(C)Cn1c(N)c(C(=O)COC(=O)C2Cc3ccccc3CN2S(C)(=O)=O)c(=O)n(C)c1=O (configuration not stated)
  FLuc counter: 3.6%; BRCA1 expr up: -25.1%; Rab9 promoter act: -12.5%; Gal4-VP16 FLuc: .; RORg inh: .; ELG1 repair inh: 9.2µM*; ELG1 genotox: -7.0%; TRPV1 ag: -2.6; p53 reactivation: 1.4%; NPC1 prom act: -14.2%; Tb PFK block: -19.3%
> Cc1noc(C)c1C(=O)Nc1nccs1
  FLuc counter: 4.7%; BRCA1 expr up: 3.6%; Rab9 promoter act: 0.6%; Gal4-VP16 FLuc: 1.6%; RORg inh: -19.0%; ELG1 repair inh: -2.2%; ELG1 genotox: 8.7%; TRPV1 ag: -0.8; p53 reactivation: 6.9%; NPC1 prom act: -2.9%; Tb PFK block: 2.8%

(next part)
SMILES	FLuc counter	BRCA1 expr up	Rab9 promoter act	Gal4-VP16 FLuc	RORg inh	ELG1 repair inh	ELG1 genotox	TRPV1 ag	p53 reactivation	NPC1 prom act	Tb PFK block
CCOC(=O)c1cnc2ccccc2c1Nc1cc(C(=O)O)ccc1C	?	2.6%	-4.8%	18.4%	12.5%	-7.5%	-9.0%	-9.7	19.6%	0.0%	-4.4%
CCOc1ccc(NC(=O)CN(c2cc(C)cc(C)c2)S(=O)(=O)c2c(C)noc2C)cc1	6.0%	-6.5%	0.7%	-15.4%	-10.4%	-14.0%	-1.9%	-1.3	-7.1%	-2.2%	0.0%
COc1cccc(OC)c1C(=O)N1CCN(c2c(Cc3ccccc3)c(C)nc3ncnn23)CC1	0.8%	-2.6%	-2.3%	0.7%	-1.4%[10 µM]	-17.2%	-2.4%	0.8	-5.5%	1.7%	-3.0%
O=C(CSc1ccc(Cl)cc1)Nc1ncccn1	-9.8%	20.9%	12.6%	-1.4%	16.3%[10 µM]	?	3.0%	-6.1	13.0%	5.6%	5.3%
O=C(N/C(=C\c1ccco1)C(=O)N1CCC(O)CC1)c1ccccc1	-0.6%	-21.7%	-0.6%	-0.7%	-21.7%	-0.3%	-1.2%	0.8	2.7%	-0.9%	1.7%
COc1ccc(Cl)cc1C(=O)NCCCN1CCOCC1	-2.1%	1.9%	-0.5%	0.2%	-0.7%	3.3%	-1.3%	-4.2	21.9%	1.9%	-2.8%
CN(CCOc1ccc(Br)cc1)C(=O)CNC(=O)c1ccc2ccccc2c1	-5.6%	-57.4%	2.6%	-1.1%	0.0%	-3.3%	-23.5%	1.9	-0.4%	-5.4%	1.8%
Cn1c(=O)oc2cc(S(=O)(=O)N3CCN(c4ccccn4)CC3)ccc21	2.0%	37.7%	-4.3%	-9.0%	2.5%	14.6%	14.4%	11.4	-1.3%	-5.4%	3.2%
Cc1cc(C)c(S(=O)(=O)N2CCCC2)c(C)c1	-0.3%	-2.9%	-5.5%	-0.3%	-32.0%	6.9%	-0.1%	2.2	26.5%	-2.4%	-0.5%
CCCCCCCCOC(=O)C(NC(=O)CCC(=O)Nc1ccc(S(N)(=O)=O)cc1)C(O)c1ccccc1 (configuration not stated)	-1.0%	20.7%	-2.6%	11.9%	22.2%	13.3%	9.9%	0.9	7.3%	-0.1%	-2.0%
COc1ccc(CCNC(=O)c2ccc(N(C)S(=O)(=O)c3ccccc3)cc2)cc1	-15.2%	-7.1%	-2.9%	-0.6%	16.1%	-16.0%	-7.5%	-1.0	-2.4%	2.9%	1.5%
CCN(C(=O)COc1ccc(C(C)=O)cc1)c1cccc2ccccc12	.	0.3%	.	.	.	?	0.1%	.	-5.0%	.	-21.7%
COc1ccc(NC(=O)c2nc[nH]c2C(=O)NCCCCCNC(=O)OC(C)(C)C)cc1	?	.	17.0%	.	.	?	?	1.5	7.2%	14.9%	16.7%
Cc1nn(-c2ccccc2)nc1C(=O)Nc1nnc(C(F)(F)F)s1	?	-66.0%	-0.5%	-6.7%	-13.8%	14.6µM*	-12.1%	1.0	7.8%	-2.4%	-1.0%
C/C(=N\NC(=O)NC1CCCCC1)C1CCCCC1	0.8%	-17.4%	-5.1%	-8.8%	8.4%	0.7%	2.1%	29.8	8.8%	0.0%	1.3%
CCC(=O)Nc1ccc(C(=O)NCCCn2ccnc2)cc1	-3.4%	-0.5%	3.9%	0.6%	-6.7%	15.5%	9.6%	2.0	1.6%	0.2%	-7.5%
COc1nsnc1NS(=O)(=O)c1ccc(NC(=S)NC(=O)c2ccncc2)cc1	6.3%	3.3%	-3.5%	3.3%	5.3%	-4.0%	-0.3%	-9.3	0.8%	0.4%	8.1%
Cc1ccc(CNC(=O)CCc2c(C)nc3c(c(C)nn3-c3ccc(C)cc3)c2C)cc1	-1.1%	-0.2%	-3.9%	-1.5%	-26.7%	12.2%	-0.6%	?	0.1%	-7.4%	-2.1%
O=C(NC(=S)N(CCO)Cc1ccccc1)c1ccc(S(=O)(=O)N2CCCC2)cc1	-8.2%	-29.2%	2.3%	4.47µM*	2.24µM*	-7.8%	-6.4%	-0.8	0.8%	-4.5%	7.3%
CS(=O)(=O)CCSc1ncccc1C(=O)NCc1cccs1	-0.4%	8.0%	-4.0%	-6.3%	-7.0%	3.5%	2.8%	0.2	2.0%	0.7%	-0.1%
COc1cc(/C=C/C(=O)OCC(=O)NC(C)c2ccccc2)cc(OC)c1OC (configuration not stated)	.	-17.4%	.	.	.	2.9%	9.0%	.	-5.2%	.	-1.4%
